Giardia FBPA inh: qHTS Assay for Inhibitors of Fructose-1,6-bisphosphate Aldolase from Giardia Lamblia | A8B2U2 | purified Giardia FBPA | Potency, µM (titrated, usually from 59.6 µM), without a hit: top-dose activity, negative = inhibition, actives largely listed as inhibitors | 290,000 tested, 0.71% active | AID 2451, 2010; note: potency is the fitted concentration of half-maximal effect; % is set by controls: 0 for no effect and ±100 for the full control effect; nearly all actives have a fitted effect of over 55% in size
Target sequence (A8B2U2 whole entry, looked up): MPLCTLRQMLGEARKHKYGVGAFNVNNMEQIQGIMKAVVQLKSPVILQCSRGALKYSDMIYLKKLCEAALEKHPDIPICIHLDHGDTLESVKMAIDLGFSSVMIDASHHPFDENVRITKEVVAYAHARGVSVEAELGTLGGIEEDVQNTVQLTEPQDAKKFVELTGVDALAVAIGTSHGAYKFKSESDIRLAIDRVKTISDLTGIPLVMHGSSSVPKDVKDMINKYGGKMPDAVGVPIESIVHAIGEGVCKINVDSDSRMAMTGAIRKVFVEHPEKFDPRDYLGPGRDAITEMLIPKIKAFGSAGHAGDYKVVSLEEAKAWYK
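40 nM FBPA preincubated 10 min at RT with compound (up to 57.5 uM final), then substrate plus GAPDH/TPI/NAD/arsenate coupling and diaphorase/resazurin added. Fluorescence read after 20 min at RT, 525/598 nm.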
CHX counter: Cycloheximide Counterscreen for Small Molecule Inhibitors of Shiga Toxin; max response, %; cell reporter, cycloheximide protein synthesis inhibition counterscreen; 300,000 tested, 12% active; AID 2314, 2010; in the data active = max response mostly above about 13%, no sharp cut-off; inactive = mostly below about 14%; note: read at 38.3 µM for the half of the compounds with a filed dose; 0% is about no effect
Shiga toxin inh: A qHTS for Small Molecule Inhibitors of Shiga Toxin. Vero cells, Shiga toxin protein synthesis inhibition reporter. inhibition, % at 38.7 µM. 290,000 tested, 9.2% active; in the data active = inhibition mostly above about 28%, no sharp cut-off; inactive = mostly below about 43%; note: 0% is about no effect
Sm TGR block: qHTS Assay for the Inhibitors of Schistosoma Mansoni Peroxiredoxins; purified TGR, DTNB reduction, TNB absorbance 405 nm; Schistosoma mansoni thioredoxin glutathione reductase (TGR), Q962Y6; Potency, µM (doses to about 114 µM), inactives show at the top dose activity change, negative = inhibition, hits mostly inhibitors; AID 485364, 2010; 360,000 tested, 3% active; note: potency is the fitted concentration of half-maximal effect; % is set by controls: 0 for no effect and ±100 for the full control effect; nearly all actives have a fitted effect of over 60% in size
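First, TGR (20 nM dispensed) and NADPH were mixed with compound. Second, a 15 min room-temperature incubation followed. Third, further NADPH and then DTNB were added to start the reaction. Finally, TNB absorbance was monitored kinetically.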
Pf growth 96h: Primary qHTS for delayed death inhibitors of the malarial parasite plastid, 96 hour incubation. P. falciparum luciferase reporter growth, 96 h. Potency, µM (titrated, usually from 28.7 µM), inactives show at the top dose activity change, negative = inhibition, most hits filed as inhibitors. 320,000 tested, 6.9% active. AID 504834, 2011; note: potency is the fitted concentration of half-maximal effect; % is set by controls: 0 for no effect and ±100 for the full control effect
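Delayed-death screen, second-generation endpoint: infected erythrocytes, 2% hematocrit, 0.05% parasitemia final; 96 hours at 37 C, 5% CO2; luciferase detection reagent; luminescence decrease equals reduced growth.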
Pf growth 48h: Primary qHTS for delayed death inhibitors of the malarial parasite plastid, 48 hour incubation; 310,000 tested, 5.9% active; P. falciparum luciferase growth in erythrocytes, 48 h; Potency, µM (doses to about 28.7 µM), without a hit: at the top dose activity change, negative = inhibition, usual class: inhibitors; note: potency is the fitted concentration of half-maximal effect; % is set by controls: 0 for no effect and ±100 for the full control effect
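Growth was read as firefly luciferase luminescence after a 48 h, 37 C, 5% CO2 exposure of compounds to reporter-bearing P. falciparum cultures (0.1% parasitemia, 2% hematocrit final) in Albumax-supplemented RPMI 1640.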
Numbers without * were called inactive; i = inactive; ? = inconclusive; . = no result given; [ ] = remark or other dose. Unless noted, calls come from the whole dose curve; as a rule, active = well fitted curve in the direction sought with a large enough effect; inconclusive = small, poorly fitted or top-dose-only effect, or another doubt; inactive = no such curve, though single readings can be large; an effect the other way counts as inactive or inconclusive.

SMILES	Giardia FBPA inh	CHX counter	Shiga toxin inh	Sm TGR block	Pf growth 96h	Pf growth 48h
COC(=O)C1=C(C)N(C)C(=O)NC1c1ccccc1 (stereo not drawn)	4%	-5	-12	-25%	57%[activator]	-6%
Cc1oc(-c2cccc(F)c2)nc1CN(Cc1ccccc1)C[C@@H]1CCC(=O)N1	-3%	-1	-8	3%	8.3µM*	?
CS(=O)(=O)N1N=C(c2ccco2)CC1c1cccc([N+](=O)[O-])c1 (stereo not drawn)	2%	-2	12	45µM*	-10%	-13%
Cc1cccc(NC(=O)C2CCCN2C(=O)OCc2ccccc2)c1 (stereo not drawn)	.	.	.	-14%	31%[activator]	?
CCOc1cc(/C=N/NC(=O)c2cc(-c3cccnc3)nc3ccccc23)ccc1O	-6%	1	-8	2%	-3%	2%
NC(=S)N/N=C1\CC(c2ccc3c(c2)OCCCO3)Oc2ccc(F)cc21 (stereo not drawn)	-8%	15	33	10%	?	?
O=C(O)C1CCCN1c1nc(-c2ccc(Cl)c(Cl)c2)cc(C(F)(F)F)n1 (stereo not drawn)	.	.	.	0%	?	?
NC(=O)c1cc([N+](=O)[O-])ccc1NCCN1C(=O)c2ccccc2C1=O	0%	23*	65*	-3%	-29%	2%
CCCS(=O)(=O)c1c(S(=O)(=O)CCC)c2c(N)cccn2c1C(=O)c1ccc(F)cc1	?	-2	-5	22µM*	47%[activator]	10µM*
O=C(NC1CCCCC1)N1CCN(CCc2ccccc2)CC1	-7%	10	-9	0%	.	-3%
CCOc1cc(C)c(C(C)C)cc1S(=O)(=O)N1CCOCC1	-1%	-2	3	-11%	.	-13%
O=C(CCc1nc(-c2ccccc2F)no1)Nc1ccc(Oc2ccccc2)cc1	-7%	5	-5	-7%	?	0%
CCN(CC)C(=O)C1CC(c2ccc(OC)cc2)=NO1 (stereo not drawn)	3%	40*	82*	1%	111%[activator]	77%[activator]
O=C(CCC1CCCC1)NCCS(=O)(=O)N1CCN(c2ccccc2F)CC1	.	.	.	1%	20%	?
CCn1c(Cc2ccccc2)nnc1SCC(=O)c1c(N)n(C2CC2)c(=O)[nH]c1=O	.	.	.	6%	9.3µM*	?
O=C(CN1CCN(c2ccccc2)CC1)Nc1ccc2c(c1)CCC2	1%	0	-4	1%	30%[activator]	-2%
CC(c1ccon1)N(C)Cc1cn[nH]c1-c1ccc(F)cc1F (stereo not drawn)	-6%	-1	-3	-3%	20%	11%
Cn1c(=O)c2cc(S(=O)(=O)NCCC(=O)Nc3ccc(Cl)cc3)ccc2n(C)c1=O	0%	-3	-1	-24%	32%[activator]	28%
O=C(NCC(=O)N1CCCC(C(F)(F)F)C1)c1ccccc1F (stereo not drawn)	.	.	.	-3%	76%[activator]	86%[activator]
O=C(Cn1nnc(-c2ccccc2)n1)NCc1ccco1	-4%	-4	37	-11%	-15%	.
CC(C)n1cc(/C=C(\C#N)S(=O)(=O)c2ccccc2)c2ccccc21	-9%	-1	-13	-1%	0%	?
CCOc1c2ccc(C(=O)NCc3ccc4c(c3)OCO4)cc2nn1CC	9%	-2	-13	10%	0%	0%
Cc1cc(C)n2c(SCc3c(C)noc3C)nnc2n1	1%	-2	-2	4%	118%[activator]	10%
O=C1COc2ccc(NC(=O)c3ccccc3C(=O)O)cc2N1	-4%	-5	-4	0%	37%[activator]	0%
COCC1CCN(C(=O)c2cc(COc3ccccc3SC)on2)C1 (stereo not drawn)	5%	-4	-9	-33%	?	-1%

The list goes on, starting with the last three of the part before.
SMILES	Giardia FBPA inh	CHX counter	Shiga toxin inh	Sm TGR block	Pf growth 96h	Pf growth 48h
Cc1cc(C)n2c(SCc3c(C)noc3C)nnc2n1	1%	-2	-2	4%	118%[activator]	10%
O=C1COc2ccc(NC(=O)c3ccccc3C(=O)O)cc2N1	-4%	-5	-4	0%	37%[activator]	0%
COCC1CCN(C(=O)c2cc(COc3ccccc3SC)on2)C1 (stereo not drawn)	5%	-4	-9	-33%	?	-1%
Cc1ccc(OCC(=O)Nc2ccc(S(=O)(=O)Nc3ccccn3)cc2)c(C)c1	4%	-4	-20	-9%	-7%	-21%
CCOC(=O)c1oc2ccc(S(=O)(=O)n3nc(-c4ccc(Cl)cc4)cc3N)cc2c1C	-7%	-4	-8	6%	0%	.
N#C/C(=C\c1ccc(O)c([N+](=O)[O-])c1)C(=O)NCc1ccccc1	24%	-4	-7	4%	48%[activator]	-44%
Cc1cc(C)cc(OCC(=O)NNC(=O)c2cc3ccccc3o2)c1	5%	1	-10	-6%	?	9%
O=C(O)c1ccc(N2C(=O)CC(SC(=Nc3ccccc3)Nc3ccccc3)C2=O)cc1 (stereo not drawn)	-4%	-3	-6	-5%	?	-12%
Cc1ccc(C2CC(c3ccc(F)cc3)Nc3nc(N)nn32)cc1 (stereo not drawn)	7%	-5	-16	-7%	-22%	-3%
O=C(c1ccc(OCC2CCCO2)cc1)N1CCN(S(=O)(=O)c2cccc(F)c2)CC1 (stereo not drawn)	.	.	.	-1%	-14%	12%
Cn1c(O)c(C=Nc2ccc(Cc3ccncc3)cc2)c(=O)n(C)c1=O	2%	3	-11	8%	.	15%
Cc1ccc(C(=O)c2c3ccccc3[n+]([O-])n2CCC(=O)O)cc1	.	.	.	-10%	114%[activator]	39%[activator]
COc1ccccc1CCNC(=O)CCn1nc(C)c2c(C)n(-c3ccccc3)nc2c1=O	.	12	-4	-2%	-8%	-23%
CN1CCN(c2ccccc2NC(=O)c2ccc3c(c2)OCCO3)CC1	5%	-1	11	2%	25%	9%
O=C(Nc1cc(S(=O)(=O)N2CCOCC2)ccc1N1CCCC1)c1ccc(Cl)cc1	.	.	.	-6%	?	15µM*
CCCNC(=O)N1[C@H]2CC[C@@H]1C(C(=O)OC)=C(c1ccc3ccccc3c1)C2	.	.	.	-14%	-10%	?
CN(Cc1ccccc1)c1nc(-c2ccc([N+](=O)[O-])cc2)nc2ccccc12	7%	-6	-1	1%	?	10%
CC1CN(CC(=O)c2c(N)n(Cc3ccccc3)c(=O)n(C)c2=O)CC(C)O1 (stereo not drawn)	-4%	-2	9	-13%	.	-15%
O=C(NCCCn1ccnc1)c1cc2ccccc2o1	1%	-3	4	.	17%	5%
O=C(O)C1C2C=CC3(CN(Cc4ccncc4)C(=O)C13)O2 (stereo not drawn)	3%	-1	-2	-8%	-25%	-13%
O=C(CCc1nnc(-c2ccsc2)o1)N1CCCCC1CCn1ccnc1 (stereo not drawn)	0%	6	21	-2%	i	33%[activator]
CN1/C(=C\C=N\NC(=O)c2ccc(O)cc2)C(C)(C)c2ccccc21	-3%	9	18	2%	?	-6%
Cc1cc(NC(=O)CCS(=O)(=O)c2ccc(F)cc2)no1	.	.	.	18µM*	17%	-25%
CCOC(=O)c1c(-c2ccsc2)csc1N	?	5	13	46%[activator]	-4%	2.9µM*
CCOC(=O)c1c(C)n(-c2ccc(F)cc2)c2ccc(O)cc12	-2%	-7	-13	-6%	6%	2.6µM*
O=C(Nc1ccccc1N1CCCCC1)c1ccc(-c2ccc(Cl)cc2)o1	1%	5	6	-3%	?	?
CCOC(=S)SCC(=O)Nc1nc(C)c(C)s1	-12%	24*	49*	8%	91%[activator]	19%
C=CCNc1nnc(SCC(=O)Nc2ccccc2OC)c2ccccc12	-2%	-1	-9	10%	3%	?

Continued.
SMILES	Giardia FBPA inh	CHX counter	Shiga toxin inh	Sm TGR block	Pf growth 96h	Pf growth 48h
O=C(CNCc1ccc(Cl)cc1)NCc1ccco1	-22%	-3	-17	-22%	73%[activator]	-13%
COC(=O)C1=C(c2ccc(F)cc2F)C[C@@H]2CC[C@H]1N2C(=O)NCCOc1ccccc1Cl	.	.	.	-2%	10µM*	?
CCN1C(=O)/C(=C/N2CC(C)CC(C)C2)SC1=S (stereo not drawn)	18%	6	-6	-1%	-5%	58%[activator]
Cc1ccc(-c2nc3ncccc3o2)cc1NC(=O)CC(C)C	9%	4	-8	0%	17%	20%
COc1ccccc1OCc1ccc(C(=O)NCC(C)C)o1	6%	-4	-8	-4%	32%[activator]	-13%[5.75 µM]
CN(Cc1ccccc1)C(=O)COC(=O)CNS(=O)(=O)c1ccc2ccccc2c1	.	.	.	4%	12%	-10%
CC(NC(=O)c1ccccc1NC(=O)c1ccco1)C(=O)O (stereo not drawn)	6%	76*	138*	-11%	-20%	165%[activator]
COc1cccc(C2(C#N)CCN(C)CC2)c1	2%	-9	27	-18%	?	-2%
O=C(CSc1ccc2nnc(-c3ccccn3)n2n1)Nc1ccccc1F	.	8	8	-20%	-31%	9.3µM*
COc1cc(NC(=O)Nc2cccc(Cl)c2)c(C(=O)O)cc1OC	5%	-2	21	13%	76%[activator]	1%
Cc1ccc(NC(=O)c2ccc3nccnc3c2)c(C)c1	-9%	23*	31*	56µM*	-24%	69%[activator]
CC(Oc1ccc([N+](=O)[O-])cc1)C(=O)NCC1CCCO1 (stereo not drawn)	.	-2	-16	-28%	-17%	11%
Cc1cc(OCCCCOc2ccc(C#N)cc2)ccc1[N+](=O)[O-]	0%	-6	-7	4%	13%	9%
Cc1ccc(S(=O)(=O)N2CCC(C(=O)NCc3cccnc3)CC2)cc1	6%	-1	-3	-12%	-6%	-2%
Cc1cccc(CCN=C(N)NS(=O)(=O)c2ccccc2)c1	.	9	25	2%	?	-12%
CC(=N)C1=C(O)CC(c2ccccc2)CC1=O (stereo not drawn)	20%	-1	-11	7%	8%	20%
CC(C)n1cc(NC(=O)c2cc(-c3ccccc3)on2)cn1	2%	22	60	-1%	103%[activator]	.
Cc1nc(Nc2ccccc2Cl)sc1C(=O)Nc1ccccc1	-7%	19*	22	1%	15%	-12%
CN1CCN(C(=O)c2ccc(-n3cccc3)cc2)CC1	3%	8	32*	3%	37%[activator]	31%[activator]
O=C(Nc1ccccc1F)C(=O)Nc1cccc2ccccc12	-4%	28*	.	9%	?	105%[activator]
C=CCNC(=O)c1c(CSc2ccccc2)noc1C(=O)NCc1ccccc1	-1%	4	-4	8%	?	?
COc1ccc(C2/C=C\CN(S(=O)(=O)c3ccc(C)cc3)[C@H](Cc3ccccc3)C(=O)N2Cc2ccc(F)cc2)cc1 (stereo partly drawn)	-5%	10	16	28µM*	8.3µM*	4.1µM*
CCOC(=O)C(=O)N/N=C(/c1ccccc1)c1ccc(OC)cc1	-3%	7	29	-20%	-32%	-70%
CCc1noc(C)c1C(=O)NC1CCCc2c1cnn2-c1ccc(C(C)(C)C)cc1 (stereo not drawn)	7%	9	12	-19%	2%	12%
Cc1ccc(NC(=O)CNC(c2ccccc2)c2ccccc2)c(F)c1	-12%	-2	2	-9%	?	-25%
CCCCN(C(=O)c1ccc(N2CCCC2=O)cc1)c1c(N)n(CCCC)c(=O)[nH]c1=O	.	.	.	1%	-16%	-23%
O=c1[nH]c(=O)n(-c2cc(Br)c(O)c(Br)c2)cc1Br	-9%	-3	.	-12%	?	2%
CCn1c(=O)n(CC)c2cc(N3CCCC3)c(NC(=O)c3ccccc3C)cc21	-18%	-2	3	-17%	9.3µM*	?
COc1ccc(C(=O)Nc2ccc(Oc3ncnc4sc(-c5ccccc5)cc34)cc2)cc1OC	13%	-3	-4	2%	-25%	3%

Rewritten bar-delimited: part of the list above
Molecule | Giardia FBPA inh | CHX counter | Shiga toxin inh | Sm TGR block | Pf growth 96h | Pf growth 48h
CN(Cc1ccccc1)C(=O)COC(=O)CNS(=O)(=O)c1ccc2ccccc2c1 | . | . | . | 4% | 12% | -10%
O=c1[nH]c(=O)n(-c2cc(Br)c(O)c(Br)c2)cc1Br | -9% | -3 | . | -12% | ? | 2%

High-throughput results (PubChem BioAssay)
